PV pol inh: poliovirus RdRp elongation inhibitors, primary screen, biochemical, fluorescence polarization, total intensity | Genome polyprotein (Poliovirus type 1 (strain Mahoney)), P03300 | poliovirus polymerase elongation; hits give low values | % elongation, % (compound at 16.7 µg/mL) | hit rate 0.66% among 150,000 | AID 588519, 2011; in the data active means % elongation below about 90%; further: some results filed as inactive read as strong as hits
Target sequence (P03300 1749-2209 limits assumed): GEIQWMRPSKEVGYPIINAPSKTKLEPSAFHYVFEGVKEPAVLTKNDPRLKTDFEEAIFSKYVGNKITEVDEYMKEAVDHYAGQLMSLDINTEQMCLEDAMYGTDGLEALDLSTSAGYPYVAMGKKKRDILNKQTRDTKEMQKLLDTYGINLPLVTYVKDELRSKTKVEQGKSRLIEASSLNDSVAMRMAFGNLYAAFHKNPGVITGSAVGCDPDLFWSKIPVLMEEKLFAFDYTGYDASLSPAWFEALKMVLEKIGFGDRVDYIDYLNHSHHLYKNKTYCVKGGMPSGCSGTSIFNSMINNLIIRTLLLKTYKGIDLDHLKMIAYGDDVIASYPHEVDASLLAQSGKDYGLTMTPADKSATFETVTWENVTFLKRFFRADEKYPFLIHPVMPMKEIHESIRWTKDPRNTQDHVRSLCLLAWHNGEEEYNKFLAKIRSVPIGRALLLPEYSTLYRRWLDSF
PV pol inh FP z-score: second read-out of PV pol inh, no call of its own (marks repeat the call); z-score; measured here: FP z-score; hits read low
Active calls of the source: *. A portion of the library; rates above refer to the full screens.

SMILES	PV pol inh	PV pol inh FP z-score
c1ccc2c(c1)CNC(c1ccc3c(c1)OCO3)c1cccn1-2 (centres undefined)	105	0.3
O=C(COC(=O)c1ccc(CO)cc1)Nc1ccccc1	103	0.1
CC1(C)CC(=O)C2=C(C1)N(c1ccc(S(N)(=O)=O)cc1)C(N)=C(C#N)C2c1ccco1 (centres undefined)	103	0.2
COc1cccc(CNC(=O)CCS(=O)(=O)c2cc3c4c(c2)CCN4C(=O)CC3)c1	105	-0.1
Clc1ccc(OCCn2ccnc2)c(Br)c1	101	0.3
COc1c(F)c(F)c(C(=O)Nc2ccc(-c3nc4ccccc4o3)cc2)c(F)c1F	102	0.3
COc1cc(NC(C)C(=O)N2CC(C)CC(C)C2)c(OC)cc1Cl (centres undefined)	103	0.1
CC1CC(C)CN(CCCNC(=O)c2cc3c(=O)[nH]c4ccccc4c3s2)C1 (centres undefined)	99	-1.6
O=C(Cn1c(SCCOc2ccc(Cl)cc2)nc2ccccc21)N1CCCCC1	111	0.7
CCCSc1nsc(NC(=O)c2cnc3ccccc3n2)n1	110	0.8
O=C(COc1ccccc1)N1CCCCCCC1	101	-0.7
COc1cc(NS(=O)(=O)c2ccc(NC(=S)NC(=O)c3ccco3)cc2)ncn1	100	-0.3
CCc1ccc(-n2cc3c(c(C#N)c2=N)CC(C)(C)CC3=O)cc1	106	0.9
O=c1c(-c2cc(-c3ccccc3)nc3c2COc2ccc(Cl)cc2-3)coc2ccc(F)cc12	107	0.7
Cc1ccc(C)n1-c1cc(Cl)ccc1N1CCCCC1	101	0
Cc1cccc(-n2ccnc2SCC(=O)Nc2ccccc2C(F)(F)F)c1	106	-0.1
O=S(=O)(c1ccc(F)cc1)N1CCc2[nH]c3ccc(F)cc3c2C1	103	0.3
Cc1cc(=O)oc2cc(OC(C)C(=O)NC3CCCCCC3)ccc12 (centres undefined)	107	0.4
Cc1cc(C)cc(NC(=O)c2cc(S(=O)(=O)N3CCc4ccccc43)cn2C)c1	103	-0.7
Cc1cc(Br)ccc1NC(=O)C(NS(=O)(=O)c1cccs1)c1ccccc1 (centres undefined)	90	-2.1
Cc1noc2nc(-c3cccs3)cc(C(=O)NNC3=NCCCCC3)c12	100	-0.1
CC1CCN(C(=O)c2ccc3nc(N4C(=O)CCC4=O)sc3c2)CC1	101	-0.4
OC(COCc1ccccc1F)CN1CCCC1 (centres undefined)	100	-0.2
CC(C)C1N(C(=O)N(C)C)CCN1S(=O)(=O)c1ccccc1 (centres undefined)	102	0.1
CCOc1ccc(N(CC(=O)Nc2ccccc2)S(C)(=O)=O)cc1	103	0.3

An excerpt from above in order of count of non-hydrogen atoms, ascending:
SMILES	PV pol inh	PV pol inh FP z-score
CCc1ccc(-n2cc3c(c(C#N)c2=N)CC(C)(C)CC3=O)cc1	106	0.9
COc1c(F)c(F)c(C(=O)Nc2ccc(-c3nc4ccccc4o3)cc2)c(F)c1F	102	0.3
CC1(C)CC(=O)C2=C(C1)N(c1ccc(S(N)(=O)=O)cc1)C(N)=C(C#N)C2c1ccco1 (centres undefined)	103	0.2

The listing continues.
SMILES	PV pol inh	PV pol inh FP z-score
CCC1CN(C(=O)Nc2ccc(Br)cc2F)c2ccccc2S1 (centres undefined)	106	-0.2
CC(=O)N1CC=C(c2c(C)[nH]c3ccccc23)CC1	98	-1.6
O=C(Nc1ccccc1C(F)(F)F)C1CCC1	101	0.4
CN(C)/C=C1\N=C(c2cccnc2Oc2ccc(Cl)cc2)OC1=O	102	-0.4
O=C(c1ccc(=O)[nH]n1)N1CCc2ccccc21	106	0.6
CC1=C(C(=O)Nc2ccc(C)cc2Cl)C2(CCCCCC2)OC1=O	107	0.3
Cc1cccc(N2C(=O)c3cccc4c(N5CCNCC5)ccc(c34)C2=O)c1	69	-9.2
O=C(COC(=O)C1CCN(S(=O)(=O)c2ccc3c(c2)OCCO3)CC1)Nc1cc(C(F)(F)F)ccc1Cl	103	-0.4
COc1cc(OC)cc(C(=O)Nc2ccc(-c3nc4cc(C(C)C)ccc4o3)cc2)c1	106	0.2
Cc1ccc(-c2n[nH]c3c2C(c2ccccc2Cl)N(c2ccc(Cl)cc2)C3=O)cc1 (centres undefined)	104	1
CN1C(=O)NC(=O)/C(=C/c2ccc(F)cc2)C1=O	98	-0.2
O=C(CCC(=O)Nc1cccc2ccccc12)Nc1cccc2ccccc12	103	0.2
Cc1cc(C(=O)COC(=O)c2ccc3c(c2)C(=O)N(Cc2ccco2)C3=O)c(C)n1C	104	0.2
CCOC(=O)Cc1ccc2sc(-c3ccccc3)nc2c1	103	0.4
CC(=O)Oc1cccc(-c2nc(C(N)=O)c(N)o2)c1	100	-0.2
Cc1nc2sccn2c1C(=O)c1ccccc1	100	-0.8
CN(C)CCCN1CNC(=S)NC1	101	-0.2
CCOC(=O)c1c(NC(=O)c2cc(CC)on2)sc(C(C)=O)c1C	106	0.4
CCCCCCn1c(CNC(=O)c2ccccc2)nc2ccccc21	112	1
CC(=O)Nc1ccc(NC(=O)c2oc3ccc4c(c3c2C)C(=O)CC(C)(C)O4)cc1	117	1.8
O=S1(=O)N=C2CCCCCN2C(c2ccccc2OCc2ccccc2)N1 (centres undefined)	104	0.2
COC(=O)c1cnc(NC2CCCCC2)c2ccccc12	99	-0.5
CN=C1NC(=O)CC(C(=O)Nc2ccc3ccccc3c2)S1 (centres undefined)	103	0.3
COC(=O)c1ccc(CNC(=O)CSC2=NCCS2)cc1	103	0
CCN1C(=O)/C(=C/C=C/c2ccco2)C(=O)NC1=S	114	2.5

Other records follow:
SMILES	PV pol inh	PV pol inh FP z-score
CCOC=C(C#N)C#N	99	-0.9
CC(=O)N1CCc2c(sc3c2c(=O)n(-c2ccc(F)cc2)c(=O)n3Cc2cc(C)ccc2C)C1	105	0.1
Cc1cccc(OCCn2c(-c3ccc(Cl)cc3)nc3ccccc3c2=O)c1C	106	0.2
CCOc1ccc(-n2nc3cc(C)c(NC(=O)CC)cc3n2)cc1	108	0.7
O=S(=O)(NCCc1csc2nc(-c3ccccc3)nn12)c1cc(F)ccc1F	118	2.2
Cc1cc(C)c(-n2nnnc2SCC(=O)Nc2nn(-c3ccccc3)nc2C(N)=O)c(C)c1	102	-0.1
CCn1cc(C(=O)N2CCN(c3ccc(F)cc3)CC2)c(=O)c2cc(S(=O)(=O)N(C)C3CCCCC3)ccc21	107	0.4
Cc1cccc(NC(=O)CSc2nc3c(oc4ccccc43)c(=O)n2Cc2ccco2)c1	101	-1
O=c1[nH]c(=O)n(CCCO)c(O)c1N=Nc1c(Cl)cccc1Cl	99	-0.6
CCOC(=O)c1cccc(NC(=O)Cn2c(=O)nc(-c3ccccc3F)c3cc(Cl)ccc32)c1	106	0.1
O=C(NCc1ccc(Cl)cc1)c1ccc2c(c1)N(Cc1cccc(F)c1)C(=O)CS2=O (centres undefined)	102	0
CCOC(=O)/C(C#N)=N/Nc1cc(C(N)=O)c(Cl)cc1Cl	100	0.1
COCC(C)Nc1nc(-c2ccc(OC)c(OC)c2)cs1 (centres undefined)	103	0.1
COc1ccc(OC)c(NC(=O)CCCOc2cc(=O)n(C)c3ccccc23)c1	101	-1.3
CCC(C(=O)Nc1cccc(-c2cn3cccnc3n2)c1)c1ccccc1 (centres undefined)	113	1.5
CC(=O)Nc1ccc(-c2csc(N)n2)cc1	103	0.3
CC1=NN(C(=O)c2ccc(Cl)cc2)C(C)(C)C1	102	0.3
Cc1cccc(C(=O)Nc2ccc(OCc3cc(=O)n4ccsc4n3)cc2)c1	108	0.3
COc1ccc(NC(=O)CCN2CCN(c3cccc(Cl)c3)CC2)cc1	105	0.3
COC(=O)C1(c2ccccc2)NC(c2ccc(O)cc2)C2C(=O)N(c3ccc4c(c3)OCCO4)C(=O)C21 (centres undefined)	104	0.6
CCCCn1c(-c2ccc(OCC)cc2)cnc1NCc1cccc(Cl)c1	100	-0.2
COc1ccc(-n2ncc(C(=O)NCc3cccs3)c2C2CCN(C(=O)OC(C)(C)C)CC2)cc1	106	0
O=S(=O)(Nc1ccccc1)c1cccc2cccnc12	102	0.2
Cc1cc(/C=N/NC(=O)C(C)Oc2ccc(C#N)cc2)c(C)n1-c1nccs1 (centres undefined)	103	0.1
Nc1nc2ccccc2o1	128	2.6

Other structures:
SMILES	PV pol inh	PV pol inh FP z-score
C=C1CCC(O)C2(C)CCC3C(C)C(=O)OC3C12O (centres undefined)	99	-0.2
CCOc1ccc(-n2cnnn2)cc1S(=O)(=O)NC1CC1	103	0.1
Cc1ccc(C)n1-c1ccc(-c2nnco2)cc1	104	0.2
Fc1cccc(-c2nc(-c3ccccc3)no2)c1	102	0
Cc1cc(C)c2c3c(sc2n1)C1(CCSCC1)C(C#N)=C(N)O3	99	-0.1
O=C(CC1(O)C(=O)N(CN2CCOCC2)c2ccccc21)c1ccccc1 (centres undefined)	100	0
Nc1cccc(/C=C/C(=O)O)c1	106	1.2
CCOc1ccc2c(c1)[C@@H]1C=CC[C@@H]1[C@H](c1ccccc1Cl)N2	112	0.1
CNc1ccc2c(c1)OCCO2	102	0.2
COc1cccc(CNC(=O)Cn2ncn3c(cc4ccccc43)c2=O)c1	109	0.9
CC(=O)c1ccc(NC(=O)Cn2c(=O)nc(-c3ccccc3)c3ccccc32)cc1	107	0.1
O=C(CSc1nnc(COc2ccccc2)o1)Nc1cc(C(F)(F)F)ccc1Cl	109	1
COc1cccc(NC(=O)Cn2nnc(C(=O)NCCc3ccccc3)c2N)c1	112	0.6
COc1cc(OC)c(NS(=O)(=O)c2ccc3c(c2)CCCN3C(C)=O)cc1Cl	106	-0.4
Clc1ccc(-c2csc(-c3ccno3)n2)cc1Cl	103	0.4
CC(C)N1C(=O)CN(NC(=O)c2cc3c(s2)CCCC3)C1=O	102	0.1
Cc1nn(CC(C)C)c(Cl)c1C(=O)NC1CC1	104	0.3
Cc1ccc(OC(C)C(=O)NC(C)(C#N)C(C)C)cc1 (centres undefined)	97	-0.7
c1ccc(-c2nnc(CSc3nnc4n3CCCCC4)o2)cc1	101	-0.2
NC(=O)CSc1nnnn1-c1cccc(O)c1	106	0.6
Cc1sc2ncn(CC(=O)N3CCN(c4ccccc4F)CC3)c(=O)c2c1S(=O)(=O)N1CCN(c2ncccn2)CC1	106	0.4
COc1ccccc1NC(=O)CCSc1cccc2cccnc12	104	0
CN(Cc1ccco1)C(=O)c1ccc2c(c1)N(Cc1cccc(F)c1)C(=O)c1ccccc1S2	103	0.7
CCOc1ccc(/C=C(\C#N)C(N)=C(C#N)C#N)cc1	109	0.8
COc1ccc(/C=N/C2=NNC(=O)C(CC(=O)O)S2)cc1 (centres undefined)	97	-0.3

Given with values under each structure: 6 of the compounds above.
Screens in order – PV pol inh, PV pol inh FP z-score
> CC(=O)Nc1ccc(-c2csc(N)n2)cc1
    103, 0.3
> CC1=NN(C(=O)c2ccc(Cl)cc2)C(C)(C)C1
    102, 0.3
> Cc1cccc(C(=O)Nc2ccc(OCc3cc(=O)n4ccsc4n3)cc2)c1
    108, 0.3
> COc1ccc(NC(=O)CCN2CCN(c3cccc(Cl)c3)CC2)cc1
    105, 0.3
> COC(=O)C1(c2ccccc2)NC(c2ccc(O)cc2)C2C(=O)N(c3ccc4c(c3)OCCO4)C(=O)C21 (centres undefined)
    104, 0.6
> CCCCn1c(-c2ccc(OCC)cc2)cnc1NCc1cccc(Cl)c1
    100, -0.2

Given with two lines to a compound: entries from further up.
Order of values: PV pol inh, PV pol inh FP z-score
> CC1CC(C)CN(CCCNC(=O)c2cc3c(=O)[nH]c4ccccc4c3s2)C1 (centres undefined)
 : 99, -1.6
> O=C(Cn1c(SCCOc2ccc(Cl)cc2)nc2ccccc21)N1CCCCC1
 : 111, 0.7
> CCCSc1nsc(NC(=O)c2cnc3ccccc3n2)n1
 : 110, 0.8
> O=C(COc1ccccc1)N1CCCCCCC1
 : 101, -0.7
> COc1cc(NS(=O)(=O)c2ccc(NC(=S)NC(=O)c3ccco3)cc2)ncn1
 : 100, -0.3
> CCc1ccc(-n2cc3c(c(C#N)c2=N)CC(C)(C)CC3=O)cc1
 : 106, 0.9
> O=c1c(-c2cc(-c3ccccc3)nc3c2COc2ccc(Cl)cc2-3)coc2ccc(F)cc12
 : 107, 0.7

New compounds follow.
SMILES	PV pol inh	PV pol inh FP z-score
O=C(NCCN1CCOCC1)c1ccc(I)cc1	100	-0.1
COC(=O)CCS(=O)(=O)c1cccc2c(S(=O)(=O)CCC(=O)OC)cccc12	101	-0.1
CC(=O)N1CCc2c(sc3c2c(=O)n(-c2cccc(Cl)c2C)c(=O)n3Cc2ccccc2C)C1	97	-2.4
CSC1=NCCN1S(=O)(=O)c1ccccc1	102	0
OCC#CCSc1nc2ccccc2s1	103	0.4
O=C(O)CCCCC1CCSS1 (centres undefined)	101	0.2
CCOc1ccc(-c2nonc2NC(=O)c2oc3cc(C)ccc3c2C)cc1OCC	103	-0.9
O=C(Cn1c(=O)c2ccccc2n(CC(=O)Nc2ccc(Br)cc2)c1=O)NCc1ccco1	103	0.4
CCc1ccc(-c2csc(NC(=O)CCC(=O)N3CCN(C(C)=O)CC3)n2)cc1	105	0.7
O=C(NC1CCCC1)C1CCCN1S(=O)(=O)c1cccc2cccnc12 (centres undefined)	102	0.2
COc1cc(-c2nc3ccccn3c2/N=C/c2sccc2C)ccc1O	97	-1.5
COc1ccc(N2CCN(CC(=O)N(C)C)CC2)cc1	101	-0.1
CC1CCC(C(C)C)C(OCC(O)C[N+]2(C)CCCCC2)C1 (centres undefined)	103	0.3
Cc1nnc(SCC(=O)N(C)C2CCCCC2)s1	104	1.2
Cc1ccc2c(c1)c1c3n2CC(O)CN=C3CCC1 (centres undefined)	102	0.1
CC(C(=O)OCc1nnc(-c2ccccc2)o1)N1C(=O)c2ccccc2C1=O (centres undefined)	103	-0.1
CCCS(=O)(=O)N1CCCC(C(=O)NC)C1 (centres undefined)	102	0.1

Molecules listed so far with a CF3 group (4):
SMILES	PV pol inh	PV pol inh FP z-score
Cc1cccc(-n2ccnc2SCC(=O)Nc2ccccc2C(F)(F)F)c1	106	-0.1
O=C(Nc1ccccc1C(F)(F)F)C1CCC1	101	0.4
O=C(COC(=O)C1CCN(S(=O)(=O)c2ccc3c(c2)OCCO3)CC1)Nc1cc(C(F)(F)F)ccc1Cl	103	-0.4
O=C(CSc1nnc(COc2ccccc2)o1)Nc1cc(C(F)(F)F)ccc1Cl	109	1

From PubChem BioAssay
